Yeast superoxide – caloric restriction mimetics inhibiting age-related superoxide in yeast; S. cerevisiae aged cells, superoxide DHE fluorescence; active compounds read low; superoxide response (% of plate mean), % at 10 µM; 330,000 tested, 0.18% active;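 active = superoxide response under a set limit, about three screen SD below normal, cut at about 65% in these data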;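 note: yeast aged for seven days with compound at 30 °C before DHE staining; 100% = average MFI of all compound-treated wells on the plate with controls excluded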
ZTA DNA inh – ZTA (EBV) inhibition in EBNA-1 counter-screen; P03206; ZTA-DNA binding, fluorescence polarization; inhibition, % at 11 µM; 320,000 tested, 0.15% active; in the data active = inhibition above about 33%
Bcl-xL primary – blocks human Bcl-xL binding to Bim BH3 peptide; Q07817; GST-Bcl-xL / FITC-Bim BH3 peptide fluorescence polarization; inhibition, % at 10.9 µM; 320,000 tested, 0.7% active;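 active = inhibition above the mean of all tested compounds plus 3 SD, cutoff set per campaign, cut at about 30% in these data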;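 note: 0% = DMSO wells and 100% = unlabeled Bim-BH3 peptide competitor; inhibitors lower millipolarization by displacing the labeled peptide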
Target sequence (Q07817 whole entry, looked up): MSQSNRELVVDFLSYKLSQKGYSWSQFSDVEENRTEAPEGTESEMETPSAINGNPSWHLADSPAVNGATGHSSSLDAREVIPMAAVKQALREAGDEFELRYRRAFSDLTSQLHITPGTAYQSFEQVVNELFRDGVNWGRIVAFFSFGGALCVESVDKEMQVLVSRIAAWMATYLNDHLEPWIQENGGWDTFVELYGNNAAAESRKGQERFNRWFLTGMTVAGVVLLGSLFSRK
Efflux pump mplx – antifungal efflux pump inhibition, Nile Red retention; S. cerevisiae Candida pump triplex; 330,000 tested, 0.44% active; inhibition, % at 10 µM;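 active = plate passing quality check with inhibition over a set limit, or well fluorescence over plate mean plus 4 SD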;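 note: Nile Red retained in pooled yeast measured as flow cytometry median fluorescence; 0% = buffer negative control and 100% = Enniatin B positive control; higher means more Nile Red kept so more efflux inhibition; some compounds called inactive have numbers as strong as hits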
MEX-5 binding – C. elegans MEX-5 TCR-2 RNA binding activity; Q9XUB2; MEX-5/FITC-TCR2 RNA binding, fluorescence polarization; active compounds read low; activity score (negative = inhibition of binding), % at 10 µM; 300,000 tested, 0.38% active; AID 1832;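 active = inhibition past about -25% in most replicates, and total fluorescence under double the plate's negative control median, limit read from the data; inconclusive = replicates evenly split on the limit, or fluorescence at least double controls; inactive = too little inhibition in most replicates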;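 note: 0% = DMSO and -100% = 5 µM competing unlabeled TCR2 RNA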
MCL1 BIM primary – MCL1-BIM-BH3 interaction inhibition (human) | 320,000 tested, 0.68% active | GST-MCL1 / FITC-Bim-BH3 fluorescence polarization | Q07820 | inhibition, % at 10.9 µM;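 active = inhibition above the mean inhibition of all tested compounds plus 3 SD, set per campaign, cut at about 40% in these data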;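 note: 0% = DMSO wells and 100% = unlabeled Bim-BH3 peptide control; higher means more loss of mP so more displacement of Bim peptide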
Target sequence (Q07820 whole entry, looked up): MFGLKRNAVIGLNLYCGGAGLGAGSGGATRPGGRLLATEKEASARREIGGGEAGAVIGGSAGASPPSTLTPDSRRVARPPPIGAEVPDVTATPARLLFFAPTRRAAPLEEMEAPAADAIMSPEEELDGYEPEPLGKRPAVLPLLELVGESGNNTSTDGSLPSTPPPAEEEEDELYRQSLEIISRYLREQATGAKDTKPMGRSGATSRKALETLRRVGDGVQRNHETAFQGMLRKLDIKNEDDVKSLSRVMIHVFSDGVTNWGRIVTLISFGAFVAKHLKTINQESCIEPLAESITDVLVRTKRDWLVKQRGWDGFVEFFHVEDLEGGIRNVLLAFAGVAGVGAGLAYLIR
EBNA-1 inh – blocks EBNA-1 binding to DNA; EBNA-1 DNA binding, fluorescence polarization; inhibition, % at 14.8 µM; 300,000 tested, 0.34% active; in the data active = inhibition above about 28%
Fam108B counter – Fam108B inhibition, counter-screen for RBBP9 inhibitors. recombinant Fam108B, FP-Rh probe fluorescence polarization. AID 1947. 300,000 tested, 0.33% active. inhibition, % at 9.51 µM;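 active = inhibition above the screen mean inhibition plus 3 SD, computed separately per campaign, cut at about 18% in these data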;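 note: inhibitors lower polarization as less probe binds the enzyme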
GLD-1 TGE inh – GLD-1-TGE RNA interaction inhibition (C. elegans); Q17339; purified GLD-1 + fluorescein TGE RNA, fluorescence polarization; inhibition, % at 5.96 µM; 320,000 tested, 0.44% active; AID 2280;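 active = percent inhibition above a per-plate cutoff, the plate mean of test compounds plus 3 SD, cut at about 30% in these data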;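 note: 0% = DMSO wells with GLD-1 and probe and 100% = wells lacking GLD-1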
Target sequence (Q17339 whole entry, looked up): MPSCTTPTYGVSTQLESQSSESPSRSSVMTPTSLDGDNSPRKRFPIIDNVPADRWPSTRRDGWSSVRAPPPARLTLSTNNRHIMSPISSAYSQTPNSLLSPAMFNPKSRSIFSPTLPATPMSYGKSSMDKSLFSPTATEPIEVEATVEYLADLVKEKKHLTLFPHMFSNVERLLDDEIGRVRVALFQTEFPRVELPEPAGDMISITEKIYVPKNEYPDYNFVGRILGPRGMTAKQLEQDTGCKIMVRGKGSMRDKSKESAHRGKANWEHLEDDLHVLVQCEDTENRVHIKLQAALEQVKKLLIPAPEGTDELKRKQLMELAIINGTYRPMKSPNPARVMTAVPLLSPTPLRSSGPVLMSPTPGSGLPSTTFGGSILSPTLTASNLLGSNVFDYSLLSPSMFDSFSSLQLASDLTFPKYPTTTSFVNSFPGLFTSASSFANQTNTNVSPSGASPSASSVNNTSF
Starred values were filed as active, the others as inactive; ? = inconclusive; . = not tested or not shown.

SMILES	Yeast superoxide	ZTA DNA inh	Bcl-xL primary	Efflux pump mplx	MEX-5 binding	MCL1 BIM primary	EBNA-1 inh	Fam108B counter	GLD-1 TGE inh
O=C(OC(C(=O)NC1CCCCC1)c1ccccc1)c1ccco1 (configuration not stated)	103	8	-3	0.1	-0.1	-6	6	0	4
COc1ccc(C(=O)Nc2cccc(-c3ccc(N4CCOCC4)nn3)c2)cc1OC	84	0	6	-0.1	0.1	1	12	4	8
CCOc1cc(N)c(Cl)cc1C(=O)NCC1CN(Cc2ccc(F)cc2)CCO1 (configuration not stated)	91	3	1	0.0	1.3	2	1	1	5
CC1Cc2nc(SCC(=O)NCC3CCCO3)n(Cc3ccccc3)c(=O)c2S1 (configuration not stated)	96	7	0	0.3	-0.1	4	-13	7	4
Cc1ccc(-c2c[n+](CC(=O)Nc3ccc(C)cc3C)c3n2CCC3)cc1	99	4	6	-0.1	0.4	6	1	-1	4
COc1cc(CO)c(Br)cc1OCC(=O)Nc1ccccc1C	64*	25	-1	-0.1	0.7	-6	13	-1	1
CC(=O)N1N=C(c2cccc([N+](=O)[O-])c2)OC1(C)CC(=O)Nc1ccccc1 (configuration not stated)	110	2	-1	-0.1	0.8	0	7	-1	3
N#CCCN(C(=O)COC(=O)c1ccc(S(=O)(=O)Nc2ccccc2)cc1)c1ccccc1	118	8	-1	0.0	-0.7	0	7	-3	8
O=C1Nc2c(Br)cc(Br)cc2C1(O)N1CCOCC1 (configuration not stated)	100	7	-1	0.0	-0.3	-3	2	-6	-3
Cn1c(=O)c2nc(Cl)c(-c3ccccc3)nc2n(C)c1=O	92	3	6	-0.1	-2.2	6	-5	4	4
CC1CC(C)CN(S(=O)(=O)c2ccc(F)c(C(=O)Nc3ccc(Cl)cc3F)c2)C1 (configuration not stated)	117	-8	3	0.0	0.1	6	0	1	1
CCn1c(=O)n(CC)c2cc(NC(=O)C(C)c3ccccc3)c(Br)cc21 (configuration not stated)	101	-17	-11	-0.1	0.6	-17	-6	-2	3
COc1ccc(S(=O)(=O)NCC2CCCO2)cc1C(=O)O (configuration not stated)	93	4	2	-0.1	-0.7	7	-2	-4	-5
CN1CCC(NC(=O)c2cccs2)CC1	83	-15	6	-0.2	1.2	1	-19	-1	1
CCc1ccc(/C(C)=N/NC(=O)c2ccc(-n3cnnn3)cc2)cc1	90	-13	2	-0.1	.	1	.	.	4
Cc1ccccc1C(=O)N[C@H](C(=O)Nc1ccc(Cl)c(Cl)c1)C(C)C	109	9	-1	1.6	4.0	-2	1	-6	2
CCCC(=O)c1cc2cc(Cl)ccc2oc1=O	104	-4	-1	-0.1	1.3	6	-3	-2	6
COc1ccc(CNC(=O)CSc2nc3nc(C)cc(C)n3n2)cc1	98	-3	-1	-0.1	1.1	-7	10	-2	2
CCN(c1ccccc1)S(=O)(=O)c1ccc2c(c1)C(C)(C)C(=O)N2C	90	3	-5	0.0	0.0	-5	3	-3	4
COc1cccc(CC(=O)OC(C)C(=O)Nc2ccc(N3CCOCC3)cc2)c1 (configuration not stated)	102	3	8	0.0	0.6	0	11	0	1
Cc1ccc2c(c1)N(CC(=O)N(Cc1ccc3c(c1)OCO3)CC1CCCO1)C(=O)C(C)O2 (configuration not stated)	83	-8	-2	0.1	0.3	1	12	9	-1
CCCCN(CC)CCNC(=O)c1cc2c(=O)[nH]c3ccccc3c2n1C	99	-1	0	-0.3	-1.0	-1	0	-2	-7
COc1cc(NC(=O)CCCSc2nc(-c3ccco3)cc(C(F)(F)F)n2)cc(OC)c1OC	111	-9	-1	-0.1	-2.5	-1	6	2	-3
CCOc1ccc(N2C(=O)CC(N3CCc4ccccc43)C2=O)cc1 (configuration not stated)	93	4	1	-0.1	2.5	-9	5	-3	6
Cc1ccc(NC(=O)c2scc3c2CCCC3)cc1	102	20	2	0.1	1.2	5	-5	-2	5
Next part
SMILES	Yeast superoxide	ZTA DNA inh	Bcl-xL primary	Efflux pump mplx	MEX-5 binding	MCL1 BIM primary	EBNA-1 inh	Fam108B counter	GLD-1 TGE inh
CN(Cc1ccccc1)C(=O)c1cc(=O)[nH]c2ccccc12	85	-1	4	0.0	-0.8	2	-5	-2	3
Cc1ccc(S(=O)(=O)N2CCC(C(=O)OC(C)C(=O)N(C)c3ccccc3)CC2)cc1C (configuration not stated)	93	5	-1	0.2	.	4	.	.	0
CCC(C)c1c(O)nc(SCC(=O)N2CCOCC2)[nH]c1=O (configuration not stated)	91	1	-3	1.4	-0.2	-3	-10	-2	7
Cc1ccccc1-c1nc2ccccc2o1	94	-7	2	0.0	2.6	-1	-7	0	3
CCOc1ccc(CSCCNC(=S)Nc2ccccc2)cc1	87	-3	5	-0.1	-2.6	11	3	4	6
CCCOc1ccc(C2C(C(=O)c3ccc(C)o3)=C(O)C(=O)N2Cc2ccco2)cc1 (configuration not stated)	89	13	8	-1.9	-1.5	2	24	-2	0
CN(C)Cc1ccccc1Cc1ccccc1	99	12	9	0.1	-1.0	7	5	6	3
N#Cc1c(-c2ccccc2Cl)c2c([nH]c1=O)-c1ccccc1OC2	114	6	8	0.1	?	11	-5	-2	12
O=C(Nc1ccc(F)cc1)c1cccnc1	82	-15	4	0.0	-0.4	5	-4	2	-3
Cc1cccc(CNC(=O)CCn2ccc3cc(S(=O)(=O)N4CCCC4)ccc32)c1	96	18	1	-0.1	-1.5	4	-1	-6	6
Cc1ccc(-c2[nH]ncc2C(=O)c2ccc(Br)cc2)c(O)c1	109	-7	6	0.6	0.4	9	-16	-7	-12
COc1cccc(Nc2c(F)c(OC)c(F)c(F)c2C(=O)O)c1	98	3	10	-0.1	-1.0	9	1	-1	-4
COc1c(C(C)C)cc(NC(C)=O)cc1C(C)C	115	-9	0	0.1	0.6	-8	-10	0	-1
CCOc1ccc(CCNC(=O)CN2C(=O)c3cccnc3Oc3ccc(C)cc32)cc1OCC	92	-6	3	-0.2	1.3	6	0	-2	4
Cn1ccs/c1=N\C(=O)Nc1ccccc1	80	11	-1	-0.1	0.1	-6	2	4	-1
Cc1onc(-c2c(Cl)cccc2Cl)c1C(=O)N1C(C)CCCC1C (configuration not stated)	95	-6	4	-0.2	4.2	4	2	5	-12
Nn1cc(-c2ccccc2)nc1SCC(=O)NCCN1C(=O)CSC1=O	84	5	0	0.1	-4.8	-5	-10	1	-7
CCc1nnc(NS(=O)(=O)c2ccc(NC(=S)NC(=O)/C=C/c3ccc(F)cc3)cc2)s1	95	2	12	0.8	0.6	12	-3	-10	0
O=C(CCS(=O)(=O)c1cc(Br)cc2c1N(C(=O)C1CC1)CC2)N1CCN(c2ccccn2)CC1	100	3	2	0.0	3.0	2	-8	-2	0
CCCN1CC(=O)N2Cc3[nH]c4ccccc4c3C[C@H]2C1=O	107	3	0	-0.3	-2.0	-1	8	0	-11
Cc1nc2sccn2c(=O)c1S(=O)(=O)NC(C)c1ccccc1 (configuration not stated)	112	12	7	-0.1	2.3	-1	-5	-2	1
O=C1C(Cc2ccccc2)SC(=Nc2ccccc2)N1c1ccccc1 (configuration not stated)	107	21	2	0.1	-0.7	2	-14	2	-8
COc1ccc(C(=O)NNC(=O)C2=NN(c3ccccc3)C(=O)CC2)cc1	86	-2	3	0.3	-2.2	-7	-9	3	-13
C[C@@H]1O[C@@H](O[C@H]2[C@H](Oc3cc(O)c4c(c3)O[C@H](c3ccc(O)cc3)CC4=O)O[C@H](CO)[C@@H](O)[C@@H]2O)[C@H](O)[C@H](O)[C@H]1O	92	3	8	0.0	1.3	-3	6	4	0
CC1(C)CC(=O)C=C(Nc2cccc(O)c2)C1	101	12	13	0.0	-0.1	11	15	9	9
Carrying on.
SMILES	Yeast superoxide	ZTA DNA inh	Bcl-xL primary	Efflux pump mplx	MEX-5 binding	MCL1 BIM primary	EBNA-1 inh	Fam108B counter	GLD-1 TGE inh
COc1ccc(Cl)cc1NC(=O)C/C(C)=N/NC(=O)CCc1ccccc1	90	-1	2	-0.2	2.0	3	3	3	7
O=C(CCc1ccccc1)NNC(=O)c1cc(Cl)ccc1O	94	2	0	0.5	-1.9	12	-13	-5	9
CC(C)COC(=O)CCn1[nH]c(=O)c2ccccc2c1=O	108	-11	-4	0.2	3.2	-11	-7	-3	1
O=C(Nc1cccc(S(=O)(=O)N2CCOCC2)c1)c1ccc(N2CCOCC2)c([N+](=O)[O-])c1	110	2	-3	1.3	-1.6	-9	-7	-6	4
CCC(C)NC(=O)CCn1c(-c2ccc(F)cc2)cc(C(C)=O)c1C (configuration not stated)	87	-1	2	0.1	-0.2	-4	0	3	9
COCCN(C(=O)COC(=O)/C=C/c1ccc(C)o1)c1c(N)n(Cc2ccccc2)c(=O)[nH]c1=O	96	-19	10	-0.1	2.5	13	-3	-1	-4
O=C(Oc1ccc(C(=S)N2CCOCC2)cc1)c1ccccc1[N+](=O)[O-]	107	12	5	0.2	-1.7	17	-6	-3	11
Cn1c(=O)[nH]c(=O)c2c1nc(SCC(=O)O)n2CCCc1ccccc1	115	3	4	-0.7	-1.0	4	-7	6	-3
CN(CC(=O)Nc1ccc(F)cc1)C(=O)COC(=O)c1cc(S(=O)(=O)N(C)C)ccc1N1CCCC1	109	-3	0	0.3	1.0	0	-3	2	2
CCOc1ncccc1C(=O)N1CCN(Cc2ccc3c(c2)OCO3)CC1	109	5	3	0.0	1.9	-10	-3	-3	-1
CC1(C)Cc2cccc(OCC(=O)NCc3ccccc3)c2O1	92	9	1	0.0	2.5	6	-7	4	-3
Cc1[nH]c(=S)[nH]c(=O)c1Cc1ccccc1	99	-14	3	0.0	-0.1	9	8	-1	-4
COC(=O)c1nn(-c2ccc(OC)cc2)c(=O)cc1Sc1ccc(C)cc1	93	13	3	0.0	-3.0	1	4	-6	-1
COc1ccc(OC)c(NC(=O)CSc2nnc(Cc3cccn3C)n2CCc2ccccc2)c1	123	-9	-5	1.3	.	-1	-5	2	5
CC(C)(C)OC(=O)NCc1ccc(CNC(=O)c2nc[nH]c2C(=O)N2CCc3ccccc3C2)cc1	99	6	0	0.0	.	2	.	.	2
CC12C=CC3(CN(Cc4ccccc4)C(=O)C3C1C(=O)NC1CC1)O2 (configuration not stated)	94	-10	1	0.0	0.1	5	-3	0	1
COc1ccc(OC)c(/C=C/C(=O)NC2=NCCS2)c1	103	-9	5	0.1	-2.5	-2	1	0	2
CCOC(=O)C(C)Oc1ccc(NC(=O)C(Cl)Cl)cc1 (configuration not stated)	93	3	3	-0.1	0.4	-3	0	2	0
Cc1c(C(=O)N2CCCC2)c(S(=O)(=O)Nc2cccc(Br)c2)c(C)n1C	103	-9	-2	0.0	-1.4	-4	-14	3	0
CCCCC1CCC(C(=O)N(CCOC)c2c(N)n(CCCC)c(=O)[nH]c2=O)CC1 (configuration not stated)	106	9	2	0.1	-3.7	-2	1	0	-1
O=C(O)CCc1nnc(SCC(=O)Nc2ccc(Cl)c(C(F)(F)F)c2)[nH]c1=O	106	7	3	0.2	4.4	2	-19	-6	1
CC(C)OC(=O)CC1C(=O)NCCN1C(=O)COc1ccc(C(C)(C)C)cc1 (configuration not stated)	101	17	3	-0.2	0.2	2	-3	-2	3
CCCC(=O)Nc1ccc2c(c1)nc1n2CCN(C2CCCCC2)C1	107	-2	10	0.4	.	5	-6	-2	6

Single records, as listed above. Order of values: Yeast superoxide	ZTA DNA inh	Bcl-xL primary	Efflux pump mplx	MEX-5 binding	MCL1 BIM primary	EBNA-1 inh	Fam108B counter	GLD-1 TGE inh
`Cc1c(C(=O)N2CCCC2)c(S(=O)(=O)Nc2cccc(Br)c2)c(C)n1C` is listed with 103	-9	-2	0.0	-1.4	-4	-14	3	0
`COC(=O)c1nn(-c2ccc(OC)cc2)c(=O)cc1Sc1ccc(C)cc1` is listed with 93	13	3	0.0	-3.0	1	4	-6	-1
